PglD inh = inhibitors of Campylobacter jejuni PglD acetyltransferase. purified PglD enzyme, DTNB colorimetric CoA detection. inhibition, % at 12.5 µM. hit rate 0.098% among 360,000. AID 602405; in the data active = inhibition above about 16%, passing the limit was not always enough; note: strong numbers were not always called active
RAD52 anneal inh = RAD52 (human) annealing inhibition | recombinant RAD52 DNA annealing, FRET fluorescence | hit rate 0.46% among 360,000 | P43351 | AID 651710 | inhibition, % at 18.7 µM;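 active = every replicate showing at least 50% inhibition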
esBAF inh = SWI/SNF esBAF complex inhibition; AID 602393; hit rate 2% among 350,000; reporter increase, % at 12.5 µM; mouse ES cells, Bmi1-luciferase knock-in reporter, 24 h; 100% = twice the neutral-well signal; in the data active = activation above about 40%;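 note: 0% = median of the plate's neutral control wells and 100% = double that signal; a rise in the Bmi1 reporter signal indicates esBAF inhibition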
ARNT TACC3 PPI = ARNT/TACC3 interaction disruption; AlphaScreen His-ARNT PAS-B/GST-TACC3 binding, luminescence; TACC3 fragment carries E629A point mutation; inhibition, % at 9.99 µM; hit rate 0.66% among 390,000; AID 623870;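 active = mean inhibition of replicates at least 50% and at least half of replicates each reaching 50%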;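 note: 0% = complete ARNT plus TACC3 wells and 100% = ARNT alone without TACC3; many hits fall short of the cut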
RAD54 inh = RAD54 (human) branch migration inhibition. Q92698. hit rate 0.14% among 360,000. RAD54 Holliday junction branch migration, FAM/BHQ fluorescence. inhibition, % at 10.4 µM;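 active = mean normalized replicate activity at least 40 and at least half of replicates scoring 40 or more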;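 note: 0% = median of neutral control wells and 100% = median of positive control wells; inhibitors cause a drop in the FAM fluorescence signal; in these data hits start at about 50%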
ERp5 inh = ERp5 (human) disulfide isomerase inhibition; ERp5 insulin aggregation, absorbance 650 nm, 90 min; hit rate 0.05% among 350,000; Q15084; AID 651711; inhibition, % at 9.99 µM;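 active = mean replicate inhibition above about 25%, with every replicate also reaching it, limit read from the data, passing the limit was not always enough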
Target sequence (Q15084 whole entry, looked up): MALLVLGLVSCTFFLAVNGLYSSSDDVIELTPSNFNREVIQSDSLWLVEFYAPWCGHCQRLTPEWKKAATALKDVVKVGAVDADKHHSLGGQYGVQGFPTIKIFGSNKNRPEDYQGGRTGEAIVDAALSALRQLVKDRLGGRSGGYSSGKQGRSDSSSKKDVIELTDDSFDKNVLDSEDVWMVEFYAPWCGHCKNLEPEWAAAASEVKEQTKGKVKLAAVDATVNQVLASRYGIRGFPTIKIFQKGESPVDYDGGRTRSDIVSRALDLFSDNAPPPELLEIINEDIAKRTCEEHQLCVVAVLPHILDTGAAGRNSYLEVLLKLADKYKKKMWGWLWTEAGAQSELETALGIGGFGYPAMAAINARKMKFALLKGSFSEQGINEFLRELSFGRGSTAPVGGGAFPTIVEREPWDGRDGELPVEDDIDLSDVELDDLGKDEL
E-selectin induc = E-selectin induction on HUVECs; HUVEC E-selectin immunofluorescence imaging; normalized: neutral wells 0, TNF-alpha wells 100; activation, % at 7.58 µM; hit rate 0.37% among 260,000;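 active = mean E-selectin-positive cell signal at least 10% of the positive control, reached in at least 60% of replicates, without over 20% cell loss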;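 note: in these data hits start at about 27%; measured in HUVEC primary endothelial cells; signal is the percent of cells scored E-selectin positive by PE staining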
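Test system: HUVEC; input: 3,000 HUVEC/well; measured by: immunofluorescence imaging; read-out: % PE-positive cells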
CASP6 VEID inh = blocks human caspase-6 cleavage activity | P55212 | purified caspase-6, Z-VEID-R110 cleavage fluorescence | inhibition, % at 12.5 µM | hit rate 0.53% among 350,000 | AID 686996;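 active = mean inhibition across replicates at least about 35%, with every replicate also reaching that limit, limit read from the data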;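 note: 0% = median of neutral control wells and 100% = no fluorescence left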
Target sequence (P55212 24-179 limits assumed): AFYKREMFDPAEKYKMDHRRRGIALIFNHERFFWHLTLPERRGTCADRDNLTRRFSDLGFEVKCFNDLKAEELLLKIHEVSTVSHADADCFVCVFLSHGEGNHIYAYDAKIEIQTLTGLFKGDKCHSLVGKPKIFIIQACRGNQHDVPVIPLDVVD
Target sequence (P55212 194-293 limits assumed): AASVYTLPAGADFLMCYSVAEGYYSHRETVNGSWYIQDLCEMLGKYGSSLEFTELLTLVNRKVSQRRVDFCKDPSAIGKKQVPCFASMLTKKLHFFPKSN
* hit, by the source's call; . = no result given.

[1] COc1cc([C@@H]2CC=C(C(=O)O)[C@H](c3ccc(Cl)cc3)N2S(=O)(=O)c2ccc(C)cc2)cc(OC)c1OC
[2] O=C1C2C(C(=O)N1CCc1ccccc1)C1C=CC2C12CC2 (centres undefined)
[3] O=S(=O)([N-]c1nc2ccccc2nc1-n1cc[n+](Cc2ccccc2)c1)c1ccc(Cl)cc1
[4] C=CCn1c(C)cc(C(=O)CSc2nnc(-c3cccc(S(=O)(=O)N(CC)CC)c3)o2)c1C
[5] CCOc1ccc(C(=O)NCC(=O)OCc2nnc(-c3ccccc3)o2)cc1OCC
[6] CCCCn1c(NCc2cc(C)ccc2O)nc2ccccc21

Compound	1	2	3	4	5	6
PglD inh	-1	-3	2	0	2	3
RAD52 anneal inh	-1	-5	-35	.	-18	4
esBAF inh	1	4	.	2	2	-6
ARNT TACC3 PPI	-5	-3	3	-9	-3	.
RAD54 inh	-12	1	-7	10	-4	0
ERp5 inh	0	-5	5	.	-6	0
E-selectin induc	0.2	.	.	.	.	-0.2
CASP6 VEID inh	1	-2	-2	.	10	0

[7] C(=N\Nc1nc(-c2ccccc2)cs1)/c1ccncc1
[8] C[C@H](CO)N1C[C@H](C)[C@@H](CN(C)C(=O)c2ccncc2)Oc2cc(C3=CCCCC3)ccc2S1(=O)=O
[9] Cc1[nH]c(=O)[nH]c(=O)c1S(=O)(=O)N1CCCC(C(=O)NCCc2ccccc2)C1 (centres undefined)
[10] C[C@@H](C(=O)Nc1ccc2ccccc2c1)[C@H]1C[C@]1(C)[C@H](NS(=O)(=O)c1ccccc1)c1ccccc1
[11] Cc1ccc(NC(=O)COC(=O)CCC(=O)c2cccs2)cc1S(=O)(=O)N1CCOCC1
[12] CC(=O)c1ccc(OCCCC(=O)OCC(=O)N2CCN(c3ccccc3)CC2)cc1

Compound	7	8	9	10	11	12
PglD inh	.	0	6	.	-4	-3
RAD52 anneal inh	-15	5	.	-13	.	.
esBAF inh	.	3	0	.	-6	1
ARNT TACC3 PPI	-3	11	-6	.	2	20
RAD54 inh	.	4	8	.	1	6
ERp5 inh	6	0	.	1	.	.
E-selectin induc	.	-0.4	.	0.0	.	.
CASP6 VEID inh	6	-1	.	-2	.	.

[13] O=c1cc(N2CCc3ccccc3C2)[nH]c(=O)n1Cc1ccc(F)cc1
[14] O=C(Nc1ccccc1O)C(c1ccccc1)c1ccccc1
[15] O=C(NCc1ccccn1)c1cc(-c2ccc(Cl)cc2)nc2ccccc12
[16] COc1cccc(S(=O)(=O)N2C[C@@H](O)COC[C@@H]3O[C@H](CC(=O)N4CCOCC4)CC[C@H]32)c1
[17] COc1ccc(/C=C2/C(=N)N3N=C(CC(=O)N4CCCC4)SC3=NC2=O)cc1OC
[18] O=C(C[C@@H]1C[C@H]2c3cc(NC(=O)C4CCOCC4)ccc3O[C@H]2[C@H](CO)O1)NCc1ccc2c(c1)OCO2

Compound	13	14	15	16	17	18
PglD inh	1	-1	-8	-1	0	-1
RAD52 anneal inh	-14	-14	-17	-10	-18	11
esBAF inh	-3	-8	0	-7	-1	-7
ARNT TACC3 PPI	-5	-8	4	2	-4	-5
RAD54 inh	1	-14	-3	-2	-13	-13
ERp5 inh	-4	-3	7	-11	-4	1
E-selectin induc	.	-0.1	-0.5	0.0	0.9	0.6
CASP6 VEID inh	0	2	-1	1	-1	-1

[19] COC(=O)c1ccc(CNC(=O)COC(=O)c2cc(Cl)ccc2O)cc1
[20] COc1cc(C2CC(=O)c3c(ccc4ccccc34)N2)ccc1O (centres undefined)
[21] CC(CNC(=O)Cn1ccc2cc(S(=O)(=O)N3CCCC3)ccc21)c1ccccc1 (centres undefined)
[22] Cc1ccccc1N1C(=O)C2C3CCC(O3)C2C1=O (centres undefined)
[23] CO[C@@H]1CN(C)C(=O)c2ccc(NC(=O)Cc3ccccc3)cc2OC[C@@H](C)N(C)C[C@@H]1C
[24] COCC#Cc1cnc2c(c1)C(=O)N([C@@H](C)CO)C[C@H](C)[C@H](CN(C)S(=O)(=O)c1cccc(OC)c1)O2

Compound	19	20	21	22	23	24
PglD inh	-1	-2	3	3	-1	0
RAD52 anneal inh	-8	.	-8	-11	-7	-3
esBAF inh	-9	.	6	0	5	-1
ARNT TACC3 PPI	-1	4	4	31	2	-9
RAD54 inh	8	-2	7	-6	4	-3
ERp5 inh	4	.	2	-4	5	-4
E-selectin induc	0.3	0.2	.	.	-0.1	-0.1
CASP6 VEID inh	1	.	-1	-3	1	-1

[25] C[C@@H]1CN([C@H](C)CO)C(=O)c2cccc(NC(=O)Nc3ccc(F)cc3)c2O[C@@H]1CN(C)Cc1ccccc1
[26] Cc1nc(Cl)cc(N/N=C/c2ccc(O)cc2O)n1
[27] COc1ccccc1-c1ccc2c(c1)O[C@@H](CN(C)S(=O)(=O)c1ccccc1)[C@@H](C)CN([C@@H](C)CO)S2(=O)=O
[28] Cc1ccc(S(=O)(=O)N(C)C)cc1NC(=O)Cn1c(CN2CCOCC2)nc2ccccc2c1=O
[29] C[C@@H]1CCCCO[C@@H](CN(C)Cc2ccc(C(=O)O)cc2)[C@H](C)CN([C@H](C)CO)C(=O)c2cc(NC(=O)Nc3ccccc3)ccc2O1
[30] Cn1nc(C(C)(C)C)c([N+](=O)[O-])c1C(=O)N1CCCCCC1

Compound	25	26	27	28	29	30
PglD inh	2	4	3	.	3	-1
RAD52 anneal inh	-3	-14	10	-8	10	5
esBAF inh	1	18	2	.	-2	8
ARNT TACC3 PPI	2	27*	26	-6	-13	4
RAD54 inh	-11	3	-1	.	5	-5
ERp5 inh	6	4	-3	2	2	4
E-selectin induc	0.1	.	-0.2	.	.	.
CASP6 VEID inh	0	3	0	0	0	0

[31] C[C@@H]1CN([C@H](C)CO)C(=O)c2cccc(NC(=O)Nc3ccc(F)cc3)c2O[C@@H]1CN(C)S(=O)(=O)c1cccs1
[32] CSc1nc2c(c(=O)n1Cc1ccccc1)SC(C)C2 (centres undefined)
[33] C=CCNC(=O)CN1CCN(Cc2ccc3c(c2)OCO3)CC1
[34] N#CC1=C(S)N(c2ccccc2)C(c2ccc(-c3cccc(Cl)c3)o2)NC1=O (centres undefined)
[35] Cc1ccc(OC(C)C(=O)Nc2ccncc2)cc1 (centres undefined)
[36] Cc1noc(C)c1NC(=O)N(C)C[C@H]1Oc2ccc(NC(=O)CCC(F)(F)F)cc2C(=O)N([C@@H](C)CO)C[C@H]1C

Compound	31	32	33	34	35	36
PglD inh	0	1	-2	3	3	-1
RAD52 anneal inh	0	.	-8	-13	-9	-5
esBAF inh	16	5	-10	-2	-9	1
ARNT TACC3 PPI	3	2	2	40	-2	-1
RAD54 inh	4	3	-6	-6	6	-3
ERp5 inh	12	.	-1	0	2	-2
E-selectin induc	0.5	.	.	-0.1	-0.3	-3.2
CASP6 VEID inh	-1	.	-17	0	-4	17

The final 4 compounds of the part before open the next one.
[33] C=CCNC(=O)CN1CCN(Cc2ccc3c(c2)OCO3)CC1
[34] N#CC1=C(S)N(c2ccccc2)C(c2ccc(-c3cccc(Cl)c3)o2)NC1=O (centres undefined)
[35] Cc1ccc(OC(C)C(=O)Nc2ccncc2)cc1 (centres undefined)
[36] Cc1noc(C)c1NC(=O)N(C)C[C@H]1Oc2ccc(NC(=O)CCC(F)(F)F)cc2C(=O)N([C@@H](C)CO)C[C@H]1C
[37] Cc1cc(C)c(NC(=O)CN(c2ccccc2)S(=O)(=O)N(C)C)c(C)c1
[38] O=S(=O)(c1ccc(Cl)cc1)N1CCCC(c2nc(-c3ccc(F)cc3)no2)C1 (centres undefined)
[39] CC1(C(=O)CSc2nc3ccccc3s2)CCC(=O)O1 (centres undefined)
[40] O=C(CC(F)(F)F)N1C[C@@H]2[C@H](c3ccccc31)[C@H](CO)N2C(=O)c1ccncc1
[41] Cc1ccc2oc(C(=O)NCC(c3ccco3)N(C)C)c(C)c2c1 (centres undefined)
[42] Cc1ccc2c(c1)[C@H]1OCC[C@H]1[C@@H](c1ccncc1)N2

Compound	33	34	35	36	37	38	39	40	41	42
PglD inh	-2	3	3	-1	-2	1	5	-2	-2	-7
RAD52 anneal inh	-8	-13	-9	-5	.	-4	.	-22	-9	-5
esBAF inh	-10	-2	-9	1	-8	7	37	-5	18	-7
ARNT TACC3 PPI	2	40	-2	-1	-8	-4	1	-2	1	-5
RAD54 inh	-6	-6	6	-3	-1	-11	-4	-11	0	-1
ERp5 inh	-1	0	2	-2	.	-3	.	3	-1	-4
E-selectin induc	.	-0.1	-0.3	-3.2	.	-0.3	.	0.2	.	-0.1
CASP6 VEID inh	-17	0	-4	17	.	-3	.	-2	-3	-1

[43] O=C1c2cc([N+](=O)[O-])ccc2-c2cc(Cl)c(NC(=O)C(F)(F)F)cc21
[44] CCOC(=O)C(NCc1ccccc1OC)(NC(=O)c1ccccc1)C(F)(F)F (centres undefined)
[45] COc1cccc(-c2sc3ccc(OC)cc3c2-c2ccc(O)cc2)c1
[46] CC(=O)c1c(N)nc2n(c1=O)CCCCC2
[47] Nc1c(C(=O)N/N=C/c2ccc([N+](=O)[O-])cc2)cnn1-c1ccccc1
[48] C[C@@H]1CN([C@H](C)CO)S(=O)(=O)c2ccc(/C=C/c3ccccc3)cc2O[C@@H]1CN(C)C(=O)c1ccncc1

Compound	43	44	45	46	47	48
PglD inh	-1	1	-6	3	1	0
RAD52 anneal inh	-7	.	-9	.	5	14
esBAF inh	17	9	0	-9	9	1
ARNT TACC3 PPI	-7	-4	.	-1	2	6
RAD54 inh	1	-11	0	4	3	-2
ERp5 inh	12	.	-1	.	2	-1
E-selectin induc	0.1	.	0.5	.	.	-0.2
CASP6 VEID inh	0	.	-2	.	13	5

[49] CN(c1cccc(NC(=O)CSc2ccc(Cl)cc2)c1)S(C)(=O)=O
[50] CC(C)CC#Cc1ccc2c(c1)O[C@H](CN(C)CC1CCOCC1)[C@@H](C)CN([C@@H](C)CO)S2(=O)=O
[51] COc1cccc(NC(=O)N[C@H]2C=C[C@@H](CC(=O)Nc3ccccc3)O[C@H]2CO)c1
[52] Cc1cc2c(C)nc(Cc3ccccc3)nc2o1
[53] CNC(=O)c1cc(Nc2nnc(-c3ccc(C)c(S(N)(=O)=O)c3)c3ccccc23)ccc1OC
[54] Cc1cccc(OCC(=O)O/N=C(\N)c2ccc(Br)cc2)c1

Compound	49	50	51	52	53	54
PglD inh	2	-2	-1	-9	6	-5
RAD52 anneal inh	.	9	-5	.	-12	-7
esBAF inh	4	-2	1	-1	2	2
ARNT TACC3 PPI	-13	4	0	-6	10	-7
RAD54 inh	5	9	-6	2	10	-3
ERp5 inh	.	7	-2	.	2	1
E-selectin induc	.	0.3	-0.1	.	-0.2	3.5
CASP6 VEID inh	.	5	-1	.	7	1

[55] c1csc(CN2CCN(Cc3cccs3)C2c2cccs2)c1
[56] CSc1c(N(C)C)c(=O)c1=S
[57] CC(C)=NN1C(=O)c2ccccc2NC1(C)C
[58] C[C@H](CO)N1C[C@H](C)[C@H](CN(C)S(=O)(=O)c2ccc(Cl)cc2)Oc2c(NC(=O)C3CCCCC3)cccc2C1=O
[59] CCN(C(=O)c1cccc(F)c1)c1ccccc1C
[60] CN1CC(c2ccccc2)Oc2ccccc2C1=S (centres undefined)

Compound	55	56	57	58	59	60
PglD inh	2	.	.	-1	1	.
RAD52 anneal inh	.	-6	-9	-4	.	-6
esBAF inh	3	.	.	28	-1	.
ARNT TACC3 PPI	4	.	-4	0	-23	5
RAD54 inh	-6	.	.	-1	4	.
ERp5 inh	.	7	-4	2	.	5
E-selectin induc	.	-0.4	.	36*	.	.
CASP6 VEID inh	.	4	0	0	.	6

[61] C[C@@H]1CN([C@@H](C)CO)C(=O)c2cc(N(C)C)ccc2O[C@@H]1CN(C)S(=O)(=O)c1cccs1
[62] CCS(=O)(=O)c1ccc2oc(SCC(=O)NCc3ccccc3)nc2c1
[63] O=C(NCCCc1ccc(F)cc1)C1CCC(=O)N(CC2CCCCC2)C1 (centres undefined)
[64] COc1ccc(CCNC(=O)COC(=O)COc2ccc(Cl)cc2)cc1OC

Compound	61	62	63	64
PglD inh	3	.	1	.
RAD52 anneal inh	0	-10	3	-10
esBAF inh	-6	.	.	.
ARNT TACC3 PPI	45	6	1	-12
RAD54 inh	-1	.	13	.
ERp5 inh	-6	4	3	-4
E-selectin induc	0.2	0.0	0.2	.
CASP6 VEID inh	-1	1	-3	0

Screening data deposited in PubChem by Broad Institute.
